Pf apPOL inh = Pf-apPOL DNA polymerase inhibition; AID 1794808; Recombinant Pf-apPOL, molecular beacon fluorescence, 1.5 h; inhibition, % at 10 µM; 0.25% of 210,000 active
mHTT-CaM PPI inh = disrupts binding of mutant huntingtin to calmodulin; P42858; AlphaScreen His-mHTT/GST-CaM binding, luminescence; inhibition, % at 15 µM; 3.6% of 190,000 active; AID 1671202;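 note: 0% = both proteins with DMSO and 100% = one protein alone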
* marks the source's active call; other numbers are inactive results; i = inactive; . = no result given; & = joins results of further samples. Cut-off read from the data, not from the text of the source: active = inhibition above about 50%; inactive = the rest.

Compound,Pf apPOL inh,mHTT-CaM PPI inh
Cc1ccc(CNC(=O)N2CCCC2c2nc(-c3cccc(F)c3)no2)cc1 (stereo not drawn),-2,-4
COc1ccccc1-c1nnc(NC(=O)c2ccc(S(=O)(=O)N3CCCCC3C)cc2)o1 (stereo not drawn),-14,2
Cn1cc(SCC(=O)Nc2ccc3c(c2)OCO3)c2ccccc21,-2,25
CC(C)c1ccc(-c2ccnc3c(C(=O)NCCN4CCCC4)cnn23)cc1,-2,-4
Cc1cc(=O)n2c(-c3ccc(Cl)cc3)csc2n1,-11&-8,.
Cc1nc2ccccc2c(C(=O)O)c1C(=O)O,-12,-2
N=C(NC(=O)c1cccc(C(F)(F)F)c1)c1ccc(C(F)(F)F)cn1,6,.
CN(C)c1ccc(NC(=O)Cc2ccccc2[N+](=O)[O-])cc1,-1,22
COc1ccc(S(=O)(=O)N2CCC(C(=O)N3CCCCC3)CC2)cc1,-15,-3
CCn1c(=O)c2ccnn2c2ccc(C(=O)NCc3cccc(C(F)(F)F)c3)cc21,-1,-6
COc1ccc(C=NCC2COc3ccccc3O2)cc1OC (stereo not drawn),-1,8
CC(C)c1ccc(NC(=O)CN2C(=O)C(c3ccc(F)cc3)=NC23CCCC3)cc1,-7,-9
COc1ccc(CC(=O)N2CCCC2c2nc(-c3cccc(Cl)c3)no2)cc1 (stereo not drawn),1,0
CNC(=O)C1=CCN(C(=O)c2ccccc2F)CC1,-2,-3
CC1CN(C(=O)C2CCCC2)C(C)CN1C(=O)C1CCCC1 (stereo not drawn),2,-3
CC(=O)Nc1ccc(C(=O)N2CCc3cn(CC(C)C)c4cccc(c34)C2)cc1,-1,72*
CCOc1c(OC)cc(C2C(C#N)=C(N)Oc3n[nH]c(-c4ccncc4)c32)cc1OC (stereo not drawn),-4,-2
Cc1ccc(C2Nc3ccccc3C(C)(C)O2)o1 (stereo not drawn),.,-1
COc1ccccc1NC(=O)c1cc(S(=O)(=O)N2CCOCC2)ccc1F,-5,6
N#CC(=NOS(=O)(=O)c1ccc(Cl)c(Cl)c1)c1c(Cl)cccc1Cl,-2,.
Oc1c(CN2CCCCC2)cc(Cl)c2cccnc12,-7&-2,100*
Cc1ccc(NC(=O)N2CCc3nc[nH]c3C2)cc1Cl,0,7
COc1ccc(C2CCCN2C(=O)c2cc(-c3ccc4c(c3)OCO4)on2)cc1 (stereo not drawn),1,-1
O=C(CC(=O)c1ccccc1O)c1ccc(F)cc1,-4,38
NC(=NOC(=O)c1cccs1)c1nccnc1Oc1cccc(C(F)(F)F)c1,-2,.
COc1cccc(NC(=O)/C(C#N)=C/c2cn(Cc3ccc(C)cc3)c3ccccc23)c1,0,7
CC(=O)N1c2ccc(S(=O)(=O)CCC(=O)O)cc2CC1C (stereo not drawn),3,0
Cc1cccn2c(=O)c3cc(C(=O)NCCc4ccccc4)c(=N)n(C(C)C)c3nc12,-2,4
N/C(=C\C(=O)c1cccs1)C(F)(F)C(F)F,3,-6
O=S(=O)(c1cccc(C(F)(F)F)c1)n1nc(C(F)(F)F)c2cnccc21,0,.
COc1cc(/C=C2\Cc3ccccc3C2=O)cc(OC)c1OC,-4,16
COc1ccc(N2CCN(CC(O)c3ccc(Cl)cc3)CC2)cc1 (stereo not drawn),-2,8
O=[N+]([O-])c1cccc(Nc2nc(-c3ccccc3Cl)nc3ccccc23)c1,-10,11
COc1ccc(C2C(C#N)=C(N)N(c3ccc(F)cc3)C3=C2C(=O)CCC3)cc1OC (stereo not drawn),7,5
Cc1ccc(-n2cnnn2)nc1,-12,-5
COc1ccc(NC(=O)COc2ccc(Br)cc2C)cc1,-1,-8
O=C(NCc1cccc(Cl)c1)c1cnn2c(C(F)(F)F)cc(-c3ccco3)nc12,-1,-5
COc1ccc(S(=O)(=O)CCC(=O)Nc2nnc(-c3ccc(C)cc3C)o2)cc1,-3,15
COc1ccc(NC(=O)CN2C(=O)C3CCCCN3C(=O)c3ccccc32)c(C)c1 (stereo not drawn),-3,-1
Cc1cc(=O)[nH]c2c1c(-c1cccs1)nn2C,-1,.
CC(C)c1c(C#N)c(N)nc(SCC(=O)c2ccc(Cl)c(Cl)c2)c1C#N,-5,-4
O=C(O)c1ccc(F)c(S(=O)(=O)Nc2ccccc2)c1,0,-1
O=C(Nc1cccc(F)c1)c1cc(S(=O)(=O)NCc2ccc(F)cc2)ccc1F,-4,0
CC(=O)NCCSCc1ccc(Cl)cc1Cl,-11,2
Cc1cc(C)cc(N2CCN(C(=O)C(C)C)C(C)C2=O)c1 (stereo not drawn),-1,-8
O=C(CCn1c(N2CCCCC2)nc2ccccc2c1=O)Nc1ccc(F)cc1,0,-16
CCOC(=O)/C(C#N)=C\Nc1cnc(C)o1,.,-3
COc1ccc(NC2CCS(=O)(=O)C2)cc1 (stereo not drawn),5,3
CS(=O)(=O)N1CCc2ccc(NC(=O)Nc3cccc(C(F)(F)F)c3)cc21,-4,-6
COc1cccc(NC(=O)N2CCCC2c2nc(-c3cccc(Cl)c3)no2)c1 (stereo not drawn),-1,10
Cc1nc(C)c2c(n1)N(CC1CCCCC1)C(=O)CC2,50*,6
O=C1OC(c2ccccc2[N+](=O)[O-])=N/C1=C\c1coc2ccccc2c1=O,4,1
Cc1ccc(CC(=O)Nc2cccc(-n3cnnn3)c2C)cc1,-1,-16
O=C(c1ccc(F)c(F)c1)N1CCc2nc(-c3ccccc3)ncc2C1,0,-4
COc1ccc(Br)cc1CN1CCCC1c1cc(C)no1 (stereo not drawn),-1,11
CCOc1ccccc1/C=C1/N=C(c2ccco2)OC1=O,-1,13
CC(=O)c1cccc(NC(=O)C(C(C)C)N2C(=O)c3ccccc3C2=O)c1 (stereo not drawn),1,7
O=[N+]([O-])c1cc(S(=O)(=O)N2CCCCCC2)ccc1N1CCOCC1,-1,18
CNCCN1C(=O)C(C)SC1c1ccccc1C (stereo not drawn),-2,5
COCCCNC(=O)c1cc2c(=O)n3cc(C)ccc3nc2n(C2CCCC2)c1=N,4,-1

Five neighbouring entries already listed:
Compound,Pf apPOL inh,mHTT-CaM PPI inh
Cc1cccn2c(=O)c3cc(C(=O)NCCc4ccccc4)c(=N)n(C(C)C)c3nc12,-2,4
N/C(=C\C(=O)c1cccs1)C(F)(F)C(F)F,3,-6
O=S(=O)(c1cccc(C(F)(F)F)c1)n1nc(C(F)(F)F)c2cnccc21,0,.
COc1cc(/C=C2\Cc3ccccc3C2=O)cc(OC)c1OC,-4,16
COc1ccc(N2CCN(CC(O)c3ccc(Cl)cc3)CC2)cc1 (stereo not drawn),-2,8

Other results follow.
Compound,Pf apPOL inh,mHTT-CaM PPI inh
CCCC(=O)N1CCS(=O)CC1,-8,0
Cc1cccc(N(CC(O)CN2CCCC2)S(=O)(=O)c2ccccc2)c1 (stereo not drawn),0,3
O=S1(=O)CC2c3ccc(F)cc3CN2CN1Cc1ccccc1 (stereo not drawn),-4,-15
Nc1cc(C(=O)O)ccc1Nc1ccccc1,2,20
Cc1cc2n(n1)CCC(=O)N2CCCC(=O)NCc1ccccc1F,-6,0
Cc1nc(-c2c(-c3c(C)cc(O)cc3O)n[nH]c2C(F)(F)F)cs1,-102,2
COc1ccc(C=C2Oc3cc(OC(=O)c4cc(OC)c(OC)c(OC)c4)ccc3C2=O)c(OC)c1,-1,1
CN1CCN(CCCN2C(=O)CSC2c2ccc(F)cc2)CC1 (stereo not drawn),6,0
COc1cc(OC)c(OC)cc1C=Nc1c(C)n(C)n(-c2ccccc2)c1=O,0,4
C=CCn1c(SC(CCO)C(=O)N2CCCCC2)nc2sc3c(c2c1=O)CCCC3 (stereo not drawn),-5,35
COc1ccc2c(c1)CCc1c-2nc2ccc(Br)cc2c1C(=O)O,1,2
COc1ccccc1N=c1oc2ccccc2cc1C(=O)Nc1ccc(F)cc1,14,6
CC(C)C(=O)N1CCCC1c1ccc(F)cc1 (stereo not drawn),0,-2
Cc1ccc(C2CC(C(F)(F)F)n3nc(C(=O)Nc4cccc(O)c4)cc3N2)cc1 (stereo not drawn),0,22
CC(=O)Nc1ccc(NC(=O)CCc2c[nH]c3ccccc23)cc1,-9,10
CC(C)c1ccc(NC(=O)c2cc(S(=O)(=O)N3CCc4ccccc43)ccc2F)cc1,-3,-4
COc1cc(OC)cc(C2=Cc3ccc(OC)cc3C(CC(C)=O)N2c2ccc(C#CCCO)cc2)c1 (stereo not drawn),-5,17
Cc1ccnc(NS(=O)(=O)c2ccc(NC(=O)c3ccc(Cl)c([N+](=O)[O-])c3)cc2)n1,-5,3
COC(=O)c1ccccc1NC(=O)C1CC(c2ccccc2F)=NO1 (stereo not drawn),-3,-16
NCCS,-9,.
COc1cc(NC(=O)C23CC4CC(C2)CC(n2cnc([N+](=O)[O-])n2)(C4)C3)cc(OC)c1,13,14
O=[N+]([O-])c1ccc(N2CCN(c3ncccn3)CC2)nc1,-5,-3
COc1ccc(CCNC(=O)c2ccc3nccnc3c2)cc1OC,1,.
CCOC(=O)c1c(-c2ccc(OC)cc2)oc2ccc(OC(=O)C(C)C)cc12,-10,-26
O=C1c2ccccc2NC(c2ccc(F)cc2)N1c1ccc(Cl)cc1 (stereo not drawn),3,0
O=C(c1ccccc1)N1CCCC2(CC(c3ccc(Cl)cc3)=CO2)C1 (stereo not drawn),0,100*
CCCCOc1ccc(C(=O)NC2(c3nc(-c4cccnc4)no3)CCCCC2)cc1,6,0
O=S(=O)(Cc1ccccc1Cl)N1CCC(CN2CCCCCC2)CC1,3,-4
O=S(=O)(CCc1ccccc1)c1ccccc1,-4,-3
CNC(=O)CCN1C(=O)CSC1c1ccccc1Cl (stereo not drawn),-6,8
O=C(Nc1nc(-c2ccc3c(c2)OCO3)cs1)c1ccccc1Br,0,24
On1c(-c2ccccc2Cl)nc2c1CCc1nonc1-2,.,-2
COc1ccc(C2C(C#N)=C(N)Oc3c2c(=O)[nH]c2ccccc32)cc1Br (stereo not drawn),0,15
CCOc1ccc(NC(=O)CN(c2cc(OC)ccc2OC)S(=O)(=O)c2ccccc2)cc1,-22,8
COc1cc(NC(=O)c2c(F)c(F)c(F)c(F)c2F)c(OC)cc1Cl,-1,-8
CCOc1ccccc1C(=O)Nc1c2c(nn1C(C)(C)C)CSC2,-2,35
COc1cccc(-n2nc(C(=O)Nc3cc(OC)ccc3OC)c3ccccc3c2=O)c1,-3,9
O=C(Cn1cc(OCc2ccccc2F)c(=O)cc1CO)NCc1ccc2c(c1)OCO2,-4,-2
COc1ccccc1C(=O)N1CCC(C(=O)NCCc2csc(C)n2)CC1,-4,-3
O=C(NCCCn1nc(-c2ccco2)ccc1=O)Nc1ccc2c(c1)OCO2,-5,4

Reformatted: 3 of the compounds above.
Values in the order – Pf apPOL inh	mHTT-CaM PPI inh
COc1cc(NC(=O)C23CC4CC(C2)CC(n2cnc([N+](=O)[O-])n2)(C4)C3)cc(OC)c1
→ 13	14
O=C(NCCCn1nc(-c2ccco2)ccc1=O)Nc1ccc2c(c1)OCO2
→ -5	4
COc1ccc(C2C(C#N)=C(N)Oc3c2c(=O)[nH]c2ccccc32)cc1Br (stereo not drawn)
→ 0	15

New compounds follow:
Compound,Pf apPOL inh,mHTT-CaM PPI inh
N/C(=N\OC(=O)CCCOc1ccc(Cl)cc1Cl)c1ccccn1,-2,i
O=C(Cc1ccc(F)cc1)N1CCC(COCc2ccccc2)CC1,-23,21
O=C1C2C3C=CC(C3)C2C(=O)N1CNc1ccccc1 (stereo not drawn),-4,0
O=C(COc1ccc(Cl)cc1)NCCN1CCN(c2ccccc2)CC1,-19,-6
O=C(Cn1c(C(F)(F)F)nc2ccccc21)c1ccccc1,-10,9
O=C(CN1CCCCC1)Nc1ccc(S(=O)(=O)N2CCOCC2)cc1,1,3
CCOC(=O)/C=C1\CN(Cc2ccccc2)S(=O)(=O)c2ccc(C(F)(F)F)cc21,34,20
Cc1ccccc1Nc1nccc(C2CCCN(C(=O)c3ccc(C#N)cc3)C2)n1 (stereo not drawn),-5,31
CCc1cc(C(=O)Nc2ccc(OC)c(Cl)c2)nc2ccnn12,-6,3
O=C(Nc1ccc(CC(=O)N2CCC(O)CC2)cc1)Nc1ccc(C(F)(F)F)cc1,-10,-16
Cc1ccc(NC(=O)C(=O)NC2CCCCCC2)cc1C,2,1
Cc1ccc(C(=O)NC2CCS(=O)(=O)C2)cc1 (stereo not drawn),-1,-4
COc1cc(C2NC(=O)CCC2[N+](=O)[O-])cc(Br)c1O (stereo not drawn),-6,1
Cc1ccc2c(c1)N(c1cc(F)cc(F)c1)C=C(C#N)S2(=O)=O,-1,-11
COC(=O)CCc1c(C)nc(C)nc1Cl,-8,-1
O=C(c1nc2ccccc2s1)N1CC(c2nc3ccccc3[nH]2)C1,-12,22
O=C1NC(=O)N(Cc2ccco2)C(=O)/C1=C/c1cn(Cc2ccc(F)cc2)c2ccccc12,1,17
O=[N+]([O-])c1ccc(C=NC2=NN(c3ccccc3)CC2)cc1,3,59*
Cc1ccc(C(=O)N2CCCC(COc3ccc(C(=O)N4CCOCC4)cc3)C2)s1 (stereo not drawn),-12,-4
CSc1nc2nccc(NC(=O)c3cccc(C)c3)n2n1,2,.
COc1ccc(CCNC(=O)C2=C(C)C(=O)OC23CCCCC3)c(OC)c1,-2,2
COc1ccc(N2CCN(C(=O)c3cccc(Oc4ncccn4)c3)CC2)cc1,-3,3
Cc1ccc2c(NC(=O)Cc3c(C)[nH]c(=O)[nH]c3=O)cccc2n1,-9,-13
